NPC1 prom act – qHTS Assay for NPC1 Promoter Activators. Huh7 NPC1 promoter luciferase reporter, 24 h. Potency, µM (highest dose often 9.22 µM), for the others: at the top dose activation, hits mostly activators. 320,000 tested, 2.4% active. AID 485313, 2010;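 note: % of control where 0% means no effect; nearly all actives have a fitted effect of over 60% in size; reporter is driven by a mutant NPC1 promoter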
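Compounds in DMSO were transferred onto Huh7 NPC1-luciferase reporter cells pre-incubated 2 h; after 24 h at 37 °C, Amplite reagent was dispensed and luminescence recorded 10 min later.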
BRCA1 expr up – qHTS Assay to Identify Small Molecule Activators of BRCA1 Expression; MCF7-BRCA1-FFLuc reporter, luminescence, 48 h; response scale: scaled: vehicle 0%, 10 µM genistein 100%; Potency, µM (top dose mostly 46.1 µM), for inactives: at the highest dose activation, actives largely listed as activators; 380,000 tested, 1.1% active; note: nearly all actives have a fitted effect of over 80% in size; some results filed as inactive show a strong effect at the top dose
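Using MCF7 cells harboring a BRCA1 firefly luciferase reporter, plated 2 h before compound pinning, the screen measured luminescence after 48 h incubation. Responses were normalized to DMSO and 10 microM genistein, then fitted for concentration-effect.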
MBNL1 CUG block – qHTS Assay for Inhibitors of MBNL1-poly(CUG) RNA binding; TR-FRET MBNL1-His/biotin-(CUG)12 binding, 665/545 ratio; Potency, µM (top dose mostly 57.5 µM), for the others: at the highest dose activity change, negative = inhibition, hits mostly inhibitors; 280,000 tested, 0.036% active; AID 2675, 2010; active = well fitted inhibition curve with a large enough effect in the signal ratio, with a control signal flat, not every such curve was filed as active; inconclusive = small, poorly fitted or top-dose-only effect, or effect the other way, or a change in a side signal; inactive = no such curve, though single readings can be large or run the other way; the % refers to the signal ratio; note: % is set by controls: 0 for no effect and ±100 for the full control effect
Target sequence (Q9NR56 whole entry, looked up): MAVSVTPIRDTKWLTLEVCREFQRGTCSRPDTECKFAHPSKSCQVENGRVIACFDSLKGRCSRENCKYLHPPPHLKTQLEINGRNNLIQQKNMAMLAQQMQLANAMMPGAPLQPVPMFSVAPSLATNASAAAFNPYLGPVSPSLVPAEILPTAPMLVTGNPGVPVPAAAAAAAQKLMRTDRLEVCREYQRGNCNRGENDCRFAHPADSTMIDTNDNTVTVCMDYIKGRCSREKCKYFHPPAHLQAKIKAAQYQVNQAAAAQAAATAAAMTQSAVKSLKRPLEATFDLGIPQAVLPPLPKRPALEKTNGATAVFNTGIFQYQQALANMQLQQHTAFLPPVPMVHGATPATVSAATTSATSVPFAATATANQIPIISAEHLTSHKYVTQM
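Ratiometric TR-FRET (665 over 545 nm, excitation 340 nm) tracks disruption of MBNL1-His/biotin-(CUG)12 complex after 60 min at room temperature, with compounds at 92 nM to 58 uM final.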
uPA generation – qHTS for Inhibitors of Cell Surface uPA Generation; cell surface uPA generation assay, qHTS; Potency, µM (titrated, usually from 38.3 µM), for the others: at the highest dose activity change, negative = inhibition, most hits filed as inhibitors; AID 540303, 2011; 330,000 tested, 0.31% active; active = well fitted inhibition curve with a large enough effect; inconclusive = small, poorly fitted or top-dose-only effect; inactive = no such curve, though single readings can be large or run the other way; tested in mouse RAW 264.7 cells; note: % is set by controls: 0 for no effect and ±100 for the full control effect; nearly all actives have a fitted effect of over 55% in size
RORgamma inh – qHTS for inhibitors of ROR gamma transcriptional activity; Nuclear receptor ROR-gamma (Mus musculus), P51450; Drosophila S2 Gal4-RORgamma UAS-luciferase reporter, 20 h; Potency, µM (highest dose often 53.6 µM), without a hit: top-dose activity change, negative = inhibition, actives largely listed as inhibitors; 310,000 tested, 5.4% active; note: % is set by controls: 0 for no effect and ±100 for the full control effect; nearly all actives have a fitted effect of over 60% in size
Target sequence (P51450 whole entry, looked up, the tested form may be a part): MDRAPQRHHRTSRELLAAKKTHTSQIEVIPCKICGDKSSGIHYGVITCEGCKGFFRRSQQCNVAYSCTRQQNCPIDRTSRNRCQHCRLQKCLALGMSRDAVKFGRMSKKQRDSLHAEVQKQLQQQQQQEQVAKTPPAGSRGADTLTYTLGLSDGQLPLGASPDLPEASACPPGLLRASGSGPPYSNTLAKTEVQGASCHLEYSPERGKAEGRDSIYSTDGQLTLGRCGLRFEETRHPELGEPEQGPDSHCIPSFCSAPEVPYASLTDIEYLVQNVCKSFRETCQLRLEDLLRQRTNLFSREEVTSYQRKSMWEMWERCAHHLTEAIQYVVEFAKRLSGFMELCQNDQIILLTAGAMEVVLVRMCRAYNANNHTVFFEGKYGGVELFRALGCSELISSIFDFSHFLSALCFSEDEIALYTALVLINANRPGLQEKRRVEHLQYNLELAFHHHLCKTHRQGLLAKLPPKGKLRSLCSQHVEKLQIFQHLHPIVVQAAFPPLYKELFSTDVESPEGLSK
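Schneider cells (Drosophila), stable Gal4 DBD–ROR gamma + UAS-luc; 1 hr cmpd preincubation; Cu2+ induction 700 uM final; 20 hr ambient; luminescence.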
Rab9 prom act – qHTS Assay for Rab9 Promoter Activators; Huh7 Rab9 promoter-luciferase reporter, luminescence, 24 h; Potency, µM (series often up to 9.22 µM), for the others: top-dose activation, negative = inhibition, most hits filed as activators; 320,000 tested, 2.8% active; AID 485297, 2010; note: % of control where 0% means no effect; nearly all actives have a fitted effect of over 60% in size
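Luciferase signal after 10 min detection reagent at ambient indicates Rab9 promoter upregulation; stably transfected Huh7 cells were treated 24 h with compound in DMSO at 37 °C, 5% CO2.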
Gal4-VP16 FLuc – VP16 counterscreen qHTS for inhibitors of ROR gamma transcriptional activity. Drosophila S2 Gal4-VP16 UAS-luciferase, luminescence, 20 h. 310,000 tested, 3.5% active. Potency, µM (highest dose often 53.6 µM), inactives show at the top dose activity, negative = inhibition, usual class: inhibitors;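 note: Gal4-VP16 expression switched on by copper sulfate through the metallothionein promoter; % is set by controls: 0 for no effect and ±100 for the full control effect; nearly all actives have a fitted effect of over 50% in size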
ELG1 genotoxic – qHTS screen for small molecules that induce genotoxicity in human embryonic kidney (HEK293T) cells expressing luciferase-tagged ELG1; HEK293T ELG1-luciferase reporter, luminescence, 16 h; Potency, µM (top dose mostly 46 µM), without a hit: at the highest dose activity change, positive = activation, most hits filed as activators; 330,000 tested, 1.3% active; AID 504466, 2011; note: % of control where 0% means no effect; nearly all actives have a fitted effect of over 60% in size
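After overnight (16 hr) compound treatment at 37 °C, ELG1-luciferase HEK293T cells were lysed with ONE-Glo; luminescence quantified 30 min later at room temperature.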
FLuc counter – qHTS profiling assay for firefly luciferase inhibitor/activator using purifed enzyme and Km concentrations of substrates (counterscreen for miR-21 project) | Potency, µM (doses to about 57.5 µM), for the others: at the top dose activity change, negative = inhibition, actives largely listed as inhibitors | purified FLuc, Km substrates, luminescence inhibition | 360,000 tested, 6.9% active | Luciferin 4-monooxygenase (Photinus pyralis), P08659;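 note: plate controls were vehicle for no effect and reference inhibitor for full effect; nearly all actives have a fitted effect of over 55% in size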
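Biochemical qHTS of compounds, final roughly 60 µM downward over six points, against 10 nM purified firefly luciferase using Km concentrations of substrates (10 uM D-luciferin, 10 uM ATP) in Tris acetate pH 7.5 buffer; luminescence output.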
p53 reactivator – qHTS assay for re-activators of p53 using a Luc reporter | H1299 p53-A138V BP100-luciferase reporter, luminescence, 24 h | Potency, µM (top dose mostly 92.2 µM), inactives show at the highest dose activity change, positive = activation, actives largely listed as activators | 320,000 tested, 0.063% active; note: % of control where 0% means no effect; nearly all actives have a fitted effect of over 45% in size
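p53-null H1299 cells stably carrying temperature-sensitive p53-A138V and a BP100-luciferase reporter were pinned with compounds (4-point, 1:5 series) and held 24 hrs at 37 deg C. Luminescence was read 10 min after detection reagent.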
The depositor's hits bear a star; ? = inconclusive; nt = not tested or not shown; [ ] = dose if it differs, or a comment. Unless noted, calls come from the whole dose curve; as a rule, active = well fitted curve in the direction sought with a large enough effect; inconclusive = small, poorly fitted or top-dose-only effect, or another doubt; inactive = no such curve, though single readings can be large; an effect the other way counts as inactive or inconclusive. Potency is the fitted concentration of half-maximal effect.

SMILES	NPC1 prom act	BRCA1 expr up	MBNL1 CUG block	uPA generation	RORgamma inh	Rab9 prom act	Gal4-VP16 FLuc	ELG1 genotoxic	FLuc counter	p53 reactivator
N#CC(C#N)=C1C=CC=CN1/C(=C\c1ccco1)C(=O)c1ccc(Cl)cc1	-38%[inhibitor]	-101%[inhibitor]	20%	-6%	5µM*	-43%[inhibitor]	1.1µM*	-11%	?	-28%
N[C@@H](Cc1ccccc1)C(=O)N1CCC(C(=O)NCC(=O)NCC(=O)O)CC1	-3%	9%	-3%	10%	-11%	-10%	5%	3%	1%	3%
Cc1cc(C)c(S(=O)(=O)Nn2cnnc2)c(C)c1	-1%	-3%	-10%	1%	-19%	-11%	3%	1%	1%	-1%
CN1c2ccccc2N(C)C1c1ccc2c(c1)OCO2	-6%	-76%	-4%	nt	3%	-20%	-11%	2%	9%	-5%
Nc1ccc2c(c1)nc(Cc1ccccc1)n2CCO	1%	-29%	10%	8%	21%	-2%	0%	1%	2%	3%
Cc1ccc(-c2n[nH]c(=S)c3ccccc23)cc1	-8%	-14%	9%	5%	31%	1%	2%	-4%	4%	-2%
CC(CO)Nc1nc(SCc2ccccc2)nc2sc3c(c12)CCC3 (stereo not drawn)	-1%	-27%	4%	1%	0%	0%	3%	-5%	-13%	5%
CCCS(=O)(=O)N1CCCC(C(=O)N2CCN(c3ccccc3)CC2)C1 (stereo not drawn)	-2%	0%	-4%	3%	6%	8%	-8%	0%	0%	2%
CSc1cccc(NC(=O)COC(=O)C2CCN(S(=O)(=O)c3ccccc3)CC2)c1	1%	2%	nt	-2%	nt	-4%	nt	1%	-2%	8%
COc1ccc(-c2ccnc(SCC(=O)N3CCN(c4ccccc4)CC3)n2)cc1	-2%	0%	0%	2%	8%	-9%	1%	3%	-1%	-2%
N#Cc1cc2c(=O)n3ccccc3nc2n(-c2ccc(Cl)cc2)c1=O	-3%	-2%	?	14%	-31%	-8%	-4%	2%	-2%	7%
O=C(Nc1ccccc1Cl)Nn1cnnc1	1%	14%	-7%	-15%	-17%	6%	-2%	0%	-3%	30%

Next section; it opens with the two that closed the last part.
SMILES	NPC1 prom act	BRCA1 expr up	MBNL1 CUG block	uPA generation	RORgamma inh	Rab9 prom act	Gal4-VP16 FLuc	ELG1 genotoxic	FLuc counter	p53 reactivator
N#Cc1cc2c(=O)n3ccccc3nc2n(-c2ccc(Cl)cc2)c1=O	-3%	-2%	?	14%	-31%	-8%	-4%	2%	-2%	7%
O=C(Nc1ccccc1Cl)Nn1cnnc1	1%	14%	-7%	-15%	-17%	6%	-2%	0%	-3%	30%
COc1ccc(C(=O)N2CCC(NC(=O)C(Cc3ccccc3OC)NC(C)=O)CC2)cc1 (stereo not drawn)	0%	-10%	2%	5%	0%	0%	-1%	0%	-2%	-4%
Cc1cccc(N2CCN(C(=O)c3cc4c(=O)n(C)c5ccccc5c4n3C)CC2)c1C	-4%	0%	-10%	-6%	-13%	-3%	3%	-6%	4%	2%
O=C1CCN(S(=O)(=O)c2ccccc2)CCN1CCOCc1ccc(C(F)(F)F)cc1	-6%	-23%	3%	-7%	0%	-8%	-26%	-3%	3%	1%
CC(=O)c1ccc(NC(=O)C(C)N(C)CC(=O)Nc2ccc(Cl)cc2)cc1 (stereo not drawn)	-7%	-49%	-10%	5%	?	-2%	?	7%	-12%	-1%
CC1=CCC2C(=O)N(c3cccc(C(=O)Nc4ccc(Cl)cc4)c3)C(=O)C2C1 (stereo not drawn)	2%	-17%	-3%	-2%	?	-5%	-6%	-13%	-5%	-2%
Cc1ccc(S(=O)(=O)Nc2ccc(=O)n(Cc3ccc(Cl)c(Cl)c3)c2)cc1	5%	3%	3%	1%	-1%	-6%	?	-7%	-8%	-3%
CCCCC(=O)N/N=C(C)/C=C/c1ccccc1F	4%	93%	nt	-7%	-31%	?	6%	3%	?	17%
CNC(=S)N/N=C/c1cc(C)ccc1C	-2%	4%	3%	-13%	2.2µM*	-6%	5µM*	7%	4%	-1%
COCCn1c(SCC(=O)N2CCOCC2)nc2c(c1=O)SCC2	0%	-1%	6%	0%	16%	-7%	2%	3%	0%	-7%
O=C(/C=C/c1ccccc1)NC(NC(=S)Nc1cccc(O)c1)C(Cl)(Cl)Cl (stereo not drawn)	-3%	-102%[inhibitor]	nt	-1%	8%	-6%	?	-8%	-1%	5%
CC(C)(C)c1ccc(/C=C/C(=O)N2CCCCC2)cc1	4µM*	7.1µM*	2%	-4%	30%	1.6µM*	?	?	6.7µM*	18%
Clc1ccc(-n2nnnc2SCc2cn3ccccc3n2)cc1	3%	-9%	0%	-4%	?	-2%	-22%	5%	1%	-3%
C=CCNC(=O)c1ccc(N(Cc2ccccc2)S(C)(=O)=O)cc1	-7%	9%	-3%	3%	0%	-1%	-1%	-1%	10%	nt
O=C(CSc1nc(-c2ccco2)cc(C(F)(F)F)n1)Nc1ccc2c(c1)CCC2	-31%[inhibitor]	-17%	11%	-17%	41%	-24%	-8%	25%	-2%	3%

An excerpt of these results, as labelled records:
> Nc1ccc2c(c1)nc(Cc1ccccc1)n2CCO
  NPC1 prom act: 1%
  BRCA1 expr up: -29%
  MBNL1 CUG block: 10%
  uPA generation: 8%
  RORgamma inh: 21%
  Rab9 prom act: -2%
  Gal4-VP16 FLuc: 0%
  ELG1 genotoxic: 1%
  FLuc counter: 2%
  p53 reactivator: 3%
> Cc1ccc(-c2n[nH]c(=S)c3ccccc23)cc1
  NPC1 prom act: -8%
  BRCA1 expr up: -14%
  MBNL1 CUG block: 9%
  uPA generation: 5%
  RORgamma inh: 31%
  Rab9 prom act: 1%
  Gal4-VP16 FLuc: 2%
  ELG1 genotoxic: -4%
  FLuc counter: 4%
  p53 reactivator: -2%

Some values from above.
Under uPA generation, `Cc1cccc(N2CCN(C(=O)c3cc4c(=O)n(C)c5ccccc5c4n3C)CC2)c1C` is listed with -6%
Under uPA generation, `CC1=CCC2C(=O)N(c3cccc(C(=O)Nc4ccc(Cl)cc4)c3)C(=O)C2C1` (stereo not drawn) is listed with -2%
Under ELG1 genotoxic, `CCCCC(=O)N/N=C(C)/C=C/c1ccccc1F` is listed with 3%

Screens (PubChem BioAssay)
